# Source: PubChem BioAssay
# TLR9-MyD88 inh: TLR9-MyD88 interaction inhibition; Q9NR96+Q99836; CHO BLA complementation TLR9-MyD88, CCF4 FRET ratio; inhibition, % at 4.98 µM; 340,000 tested, 0.21% active; AID 504734;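 active = inhibition above the mean over all tested compounds plus 3 SD, cut at about 21% in these data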;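 also: 0% = DMSO only wells and 100% = clavulanate BLA inhibitor control wells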
# NCOA3 inh: inhibits human SRC3 coactivator; Q9Y6Q9; HEK293 GAL4-SRC3 luciferase reporter, luminescence; inhibition, % at 3.6 µM; 360,000 tested, 0.17% active;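 active = inhibition above a per-campaign cutoff, the mean of all compounds plus 3 SD, cut at about 60% in these data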;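 also: 0% = DMSO-treated cells and 100% = gossypol-treated cells at 36 µM; higher means less SRC3-driven luciferase light from the GAL4 reporter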
# NOD2-RIPK2 inh: inhibitors of human NOD2-RIPK2 interaction | CHO BLA complementation NOD2-RIPK2, CCF4 ratio | inhibition, % at 4.98 µM | 360,000 tested, 0.38% active | AID 624267; in the data active = inhibition above about 21%;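 also: 0% = vehicle only and 100% = reference blocker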
# MC4R ag barr: activates human MC4R beta-arrestin recruitment | P32245 | U2OS MC4R beta-arrestin complementation, luminescence; percent of melanotan II response, DMSO zero | activation, % at 8.9 µM | 360,000 tested, 0.98% active | AID 540308;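 active = activation above a per-plate cutoff, the mean activation of sample wells on that plate plus 3 SD, cut at about 8% in these data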
# Target sequence (P32245 whole entry, looked up): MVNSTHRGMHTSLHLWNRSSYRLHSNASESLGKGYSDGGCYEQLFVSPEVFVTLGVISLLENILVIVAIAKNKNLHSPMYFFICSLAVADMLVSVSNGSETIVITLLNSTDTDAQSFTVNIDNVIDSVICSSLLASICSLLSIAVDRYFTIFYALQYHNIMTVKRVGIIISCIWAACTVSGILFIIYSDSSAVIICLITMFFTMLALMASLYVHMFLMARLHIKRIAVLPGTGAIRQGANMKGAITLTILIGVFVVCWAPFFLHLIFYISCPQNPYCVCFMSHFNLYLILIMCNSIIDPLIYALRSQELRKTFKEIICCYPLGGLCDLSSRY
# MC4R antag cAMP: antagonists of human melanocortin 4 receptor (MC4R); P32245; MC4R-expressing cells, MTII-stimulated cAMP, LANCE TR-FRET; inhibition, % at 6.5 µM; 360,000 tested, 0.48% active; AID 540295;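 active = inhibition above its plate's cutoff, the mean of tested wells on that plate plus 3 SD, cut at about 29% in these data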;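 also: 0% = Melanotan II alone and 100% = Melanotan II plus saturating MCL0020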
#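 material = U2OS cells stably expressing human melanocortin 4 receptor (MC4R) | also added = Melanotan II challenge | dosing = single nominal compound dose of 6.5 µM | detection = TR-FRET with Eu-cAMP and labeled anti-cAMP, 671 nm | replication = singlicate | timing = compound 30 min, challenge 1 h, detection 1 h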
# ABHD5-PLIN5 inh: blocks binding of human ABHD5 to perilipin-5; inhibition, % at 4 µM; 360,000 tested, 0.78% active; Split G. princeps luciferase complementation, luminescence, 4 h; AID 602281;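 active = inhibition above the mean inhibition across every tested compound plus 3 SD, cut at about 22% in these data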;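 also: 0% = DMSO only wells and the 100% control is not disclosed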
# LMP1 NFkB inh: Epstein-Barr LMP1 NF-kappaB reporter inhibition; 350,000 tested, 0.69% active; LMP1-induced NF-kappaB luciferase reporter cells, luminescence; inhibition, % at 12.5 µM; in the data active = inhibition above about 41%;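 also: 0% = neutral control wells and 100% = reference inhibitor control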
# NCOA2 inhibitor: inhibits human steroid receptor coactivator 2. Q15596. HEK293 GAL4-SRC2 luciferase reporter, luminescence. inhibition, % at 9 µM. 370,000 tested, 0.17% active;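 active = inhibition above the mean inhibition of all tested compounds plus 3 SD, set per campaign, cut at about 52% in these data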;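 also: 0% = DMSO treated cells and 100% = cells given Gossypol at 36 µM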
# SRC1 inh: human NCOA1 inhibition | Q15788 | HEK293 GAL4-SRC1 luciferase reporter, luminescence | inhibition, % at 3.6 µM | 360,000 tested, 0.12% active;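 active = inhibition above the campaign mean plus 3 SD, with each screening campaign given its own cutoff, cut at about 60% in these data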;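 also: 0% = DMSO treated cells and 100% = gossypol at 36 µM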
# LRH-1 inv ag: NR5A2 inverse agonism in reporter assay; inhibition, % at 3.6 µM; 360,000 tested, 0.13% active; AID 602396; O00482; HEK293T StAR-luciferase reporter, LRH-1 transfected, 24 h;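 active = inhibition above the mean inhibition of all tested compounds plus 3 SD, cut at about 73% in these data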;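 also: 0% = DMSO wells and 100% = reporter-only cells lacking LRH-1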
# Target sequence (O00482 whole entry, looked up): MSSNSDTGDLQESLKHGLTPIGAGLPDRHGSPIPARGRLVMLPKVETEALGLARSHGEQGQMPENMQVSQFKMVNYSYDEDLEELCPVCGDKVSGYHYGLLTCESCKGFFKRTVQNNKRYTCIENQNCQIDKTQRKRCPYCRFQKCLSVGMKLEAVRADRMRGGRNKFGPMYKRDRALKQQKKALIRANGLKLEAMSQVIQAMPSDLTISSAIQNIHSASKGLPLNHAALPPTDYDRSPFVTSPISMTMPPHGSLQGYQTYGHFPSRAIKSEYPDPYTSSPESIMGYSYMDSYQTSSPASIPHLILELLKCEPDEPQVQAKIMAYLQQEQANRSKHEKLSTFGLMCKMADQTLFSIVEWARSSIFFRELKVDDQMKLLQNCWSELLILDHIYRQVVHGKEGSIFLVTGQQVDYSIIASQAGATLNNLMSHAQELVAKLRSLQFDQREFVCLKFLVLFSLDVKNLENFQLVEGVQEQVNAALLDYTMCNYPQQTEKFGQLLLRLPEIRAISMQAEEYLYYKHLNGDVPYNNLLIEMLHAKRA
# NR2F2 inh: inhibitors of human COUP-TFII (NR2F2); HEK293T NGFI-A luciferase reporter, luminescence; AID 686940; P24468; 370,000 tested, 0.7% active; inhibition, % at 8.6 µM;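 active = inhibition above a per-plate cutoff, mean inhibition of test wells between control levels plus 3 SD, cut at about 38% in these data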;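 also: cells cotransfected with COUP-TFII expression vector driving the NGFI-A reporter; 0% = median of COUP-TF2 test wells and 100% = reporter-only cells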
# Starred values were filed as active, the others as inactive; . = no result given.
SMILES,TLR9-MyD88 inh,NCOA3 inh,NOD2-RIPK2 inh,MC4R ag barr,MC4R antag cAMP,ABHD5-PLIN5 inh,LMP1 NFkB inh,NCOA2 inhibitor,SRC1 inh,LRH-1 inv ag,NR2F2 inh
CC(=O)OCC1(C)CN(c2ccccc2)NC1=O (stereo not given),0,-13,-8,-0.7,1,-14,-9,-11,-19,-6,-19
COc1ccc(/C=N/Nc2ccc(C(=O)O)cc2)cc1OC,3,-79,-7,-0.1,-20,-3,-4,-23,-117,-174,-17
CCCN(CCC)S(=O)(=O)c1ccc(C(=O)NNC(=O)c2cc(OC)c(OC)c(OC)c2)cc1,-15,29,-1,1.5,7,15,8,-5,10,-1,9
O=C(Nc1ccccc1F)c1ccc2nc(N3C(=O)CCC3=O)sc2c1,1,-23,-12,0.0,33*,7,-9,-26,-25,-34,-16
COc1ccc(N(C(=O)Nc2ccc(Cl)cc2)C2=NCCC2)cc1,1,-2,0,-0.4,18,5,-29,-18,-4,-5,-2
CCOC(=O)C1=C(C)Nc2ccccc2N=C1NC(=O)c1cc(C)on1,-13,-14,-8,-1.2,0,0,4,19,-10,15,19
COc1ccc(N(C)S(=O)(=O)c2cccc(C(=O)N3CCN(c4cccc(C)c4C)CC3)c2)cc1,-3,-27,-4,2.6,15,-8,5,0,-23,-3,8
O=C(NCC1(c2ccccc2)CCCC1)c1ccc(Br)o1,-2,12,4,1.5,4,0,-10,2,10,5,5
CCn1nc(NC(=O)c2ccco2)c2cc3cc(C)ccc3nc21,-7,-2,2,-4.3,-1,-1,-10,8,-3,15,-9
O=C(NCCC1=CCCCC1)C1CCN(c2nnc(-n3cccc3)s2)CC1,3,-12,2,0.4,4,-6,2,-20,0,-26,15
O=c1[nH]c2cc3ccccc3cc2nc1-c1nnnn1C1CCCC1,.,.,-11,.,.,-27,.,9,.,41,4
CCC1=NN2C(=N)/C(=C\c3cccn3-c3c(C)cccc3C)C(=O)N=C2S1,-4,2,-3,2.6,3,-8,6,-45,-12,-15,21
NC(=O)CCn1nc(-c2ccc(Cl)cc2)c2ccccc2c1=O,6,5,-4,1.9,-8,7,2,-8,-15,19,10
CN(C)/C=C1/Sc2ccccc2C1=O,0,18,-7,0.2,0,-2,-12,-8,7,9,-10
Cc1cc(C)c(NC(=O)CS(=O)CC(=O)N2CCN(c3ccc(F)cc3)CC2)c(C)c1 (stereo not given),11,20,-3,-2.5,15,4,3,-2,-4,2,9
O=C(CC1Nc2ccccc2NC1=O)NC1CCCCC1 (stereo not given),-8,-25,5,-1.3,0,-6,-5,-5,-35,-10,-4
COc1ccc(-c2noc(CCC(=O)Nc3cccc(C(=O)NC4CC4)c3)n2)cc1OC,3,-23,2,0.4,10,4,3,-11,-21,0,4
O=C(O)C1C2CCC(O2)C1C(=O)NCc1ccc(Cl)cc1 (stereo not given),-2,8,4,-0.4,-4,-1,-5,-3,4,10,-6
Cc1[nH]c2ccccc2c1SCCN,-13,-14,-5,3.0,16,-5,-2,-26,-16,3,-8
CC(C)(C)c1ccc(C(=O)c2c[nH]c(C(=O)O)c2)cc1,-5,-45,-4,-0.6,6,-2,-15,-50,-88,-140,-16
CCOc1ccc2nc(Nc3nc(CSc4nnnn4-c4ccccc4)cc(=O)[nH]3)nc(C)c2c1,-2,-5,-7,-0.6,2,3,14,10,-31,8,19
CC(=O)c1cccc(NC(=O)N2CCCC2C(=O)NCc2ccccc2)c1 (stereo not given),-9,4,-3,0.3,-2,10,8,-18,20,9,2
CCOC(=O)C(=O)N/N=C/c1cccc(Br)c1,-2,10,7,-1.5,18,8,6,8,-11,-14,-4
Cn1c(SC/C=C/c2ccccc2)nnc1-c1cccs1,-6,2,-2,-0.1,3,0,0,-25,-7,5,6
Cc1cc(C)nc(SCC(CSc2nc(C)cc(C)n2)C(=O)O)n1,-1,-3,10,-0.8,2,-4,-22,-21,-6,11,8
O=c1cc(O)c(-c2ccccc2Cl)c(Cl)[nH]1,-8,1,-4,-2.3,0,-7,1,-2,-5,-12,15
CC1=CC(Cc2ccccc2)N(C)C(C(N)=O)C1 (stereo not given),.,-9,-4,.,.,-1,.,.,-20,0,.
O=C(CC[C@H]1O[C@@H](n2ccc(=O)[nH]c2=O)[C@H](O)[C@@H]1O)NCCCc1ccccc1,.,15,-9,.,.,-10,.,17,-4,-12,-6
O=C(OCC(=O)N1CCN(C(=O)c2ccco2)CC1)c1ccccc1O,5,-6,-6,0.2,-2,-4,-4,-11,-24,-5,10
CC(C)C(NC(=O)C1CCC(C(C)(C)C)CC1)C(=O)NCc1cccnc1 (stereo not given),8,7,-4,-1.4,-3,-2,16,-15,3,0,10
CCOCCCNC(=O)C(NC(=O)Cc1c[nH]c2ccccc12)c1ccc(OC)cc1 (stereo not given),-4,2,-7,1.9,1,-2,1,12,22,17,6
c1ccc(-n2cnnc2SCc2cn3ccsc3n2)cc1,-2,-21,1,-0.3,-7,3,3,-16,-10,-10,-3
COC(=O)c1ccc(CNC(=O)COC(=O)/C=C/c2ccc(OC)c(OC)c2)cc1,10,3,1,-2.8,-3,-1,1,-37,4,3,9
COCCCn1cc(C(=O)c2cc(OC)ccc2OCC(=O)Nc2cc(C)on2)cc(C#N)c1=O,1,14,-2,-0.7,3,-1,-4,-20,-13,-7,-10
N#C/C(=N\Nc1cccc(C(F)(F)F)c1)C(=O)c1csc(-c2cccnc2)n1,-2,12,-7,-2.6,22,-8,-2,16,-12,5,-2
Cc1nn(Cc2ccccc2)c(C)c1C(=O)OCC(=O)c1cc(C)n(CC(F)(F)F)c1C,8,17,3,-0.2,-5,3,-20,-16,10,3,7
COc1ccc(C(C)=O)cc1CS(=O)(=O)CC(=O)NCCc1c[nH]c2ccccc12,-2,-43,-5,-0.9,19,-5,5,14,-9,-17,5
COc1ccc(C(=O)Nc2ccc3c(c2)OCCO3)cc1,1,-60,2,-0.5,-3,-2,25,-3,-92,-103,-31
CCCCCc1cc(=O)oc2c(C(CCN3CCN(c4ccccc4)CC3)c3ccc4c(c3)OCO4)c(OC)cc(OC)c12 (stereo not given),4,-7,-1,-1.2,0,-2,-9,5,-15,10,16
Cc1cc(/C=C(/C#N)c2nc3ccccc3[nH]2)c(C)n1-c1ccccc1C(=O)O,-4,1,-3,-1.8,5,0,2,-4,-21,-1,12
CCN1CCCC1CNC(=O)c1ccc2c(c1)NC(=O)/C(=C\c1ccc(OC)c(OC)c1)S2 (stereo not given),10,-14,1,-4.2,-24,5,-28,-45,-1,-6,5
O=C(Nc1cccc(-c2cn3c(n2)SCC3)c1)c1ccc(Br)o1,0,15,-13,-3.1,1,-4,-9,7,-14,0,9
CC1(C)CC(=O)C(C2=NC3(CCCCCC3)Cc3ccccc32)=C(O)C1,-3,20,10,0.0,15,-5,1,6,12,11,0
FC(F)(F)c1cccc(N2CCCCC2)c1,.,-17,7,.,.,-6,.,8,10,-5,-2
CC1=C(C(=O)OC2CCCCC2)C(c2ccc(N(C)C)cc2)NC(=O)N1 (stereo not given),-7,1,6,2.1,2,2,-6,19,-27,14,-1

# Of the compounds above, these have a tert-butyl group.
SMILES,TLR9-MyD88 inh,NCOA3 inh,NOD2-RIPK2 inh,MC4R ag barr,MC4R antag cAMP,ABHD5-PLIN5 inh,LMP1 NFkB inh,NCOA2 inhibitor,SRC1 inh,LRH-1 inv ag,NR2F2 inh
CC(C)(C)c1ccc(C(=O)c2c[nH]c(C(=O)O)c2)cc1,-5,-45,-4,-0.6,6,-2,-15,-50,-88,-140,-16
CC(C)C(NC(=O)C1CCC(C(C)(C)C)CC1)C(=O)NCc1cccnc1 (stereo not given),8,7,-4,-1.4,-3,-2,16,-15,3,0,10

# Other results follow:
SMILES,TLR9-MyD88 inh,NCOA3 inh,NOD2-RIPK2 inh,MC4R ag barr,MC4R antag cAMP,ABHD5-PLIN5 inh,LMP1 NFkB inh,NCOA2 inhibitor,SRC1 inh,LRH-1 inv ag,NR2F2 inh
O=C(ONC1=NCCCCC1)c1c(F)cccc1F,1,3,-8,0.1,1,0,2,-23,-11,5,-19
O=C(NCc1nc2ccccc2[nH]1)c1ccc(S(=O)(=O)N2CCOCC2)cc1,2,13,-26,3.2,-1,8,4,-1,7,5,-6
COc1ccc(C)cc1NC(=O)CNC(=O)c1sc2ccccc2c1Cl,4,-12,-13,0.8,9,2,-66,15,2,24,13
COC(=O)CSc1nc2cc3c(cc2cc1C)OCCO3,5,11,-4,0.0,-1,5,-17,2,12,-19,23
CCOc1ccc(OCc2ccc(C(=O)N(C)c3ccccc3)o2)cc1,-6,-12,4,-0.4,1,-6,-6,-46,17,-25,-9
O/N=C/c1ccccc1Oc1ccc(Cl)cc1,10,21,-8,1.8,23,-16,-4,11,13,31,27
COc1ccc(Nc2nc(-c3cccc([N+](=O)[O-])c3)nc3ccccc23)cc1,-9,12,-14,0.9,6,3,-5,1,-3,10,-4
COCCNC(=O)Cn1c(=O)n(Cc2ccco2)c(=O)c2ccccc21,4,-2,-6,-1.7,9,-2,-10,0,8,5,16
Fc1ccccc1N1CCN(C2CCCN(Cc3cccc(C(F)(F)F)c3)C2)CC1 (stereo not given),0,8,-3,1.6,-8,4,-14,-23,-24,8,-16
COc1ccccc1NC(=O)Cn1nnc2sc3c(c2c1=O)CC(C)(C)OC3,.,8,-14,-0.2,15,-5,.,16,-13,-13,2
N#C/C(=C\c1ccc(-c2cccc([N+](=O)[O-])c2)o1)C(=O)NCCN1CCOCC1,-9,7,-4,-4.3,-20,5,-1,-13,6,20,-1
CC(=O)OCc1ccc(C2=CC(=O)CC(C)(C)C2=O)cc1,-10,-6,-1,-0.1,1,8,4,11,-4,28,2
O=c1oc(-c2cccc(Cl)c2)nc2c1cnn2-c1ccccc1,-4,10,1,-1.2,20,-3,-2,-6,-4,1,-1
CCN(CC(=O)NCc1cccs1)C(=O)c1cccc(S(=O)(=O)Nc2cccc(C)c2)c1,-3,11,-10,-0.9,3,-7,-8,-23,-5,7,10
O=C(NCc1ccccc1)c1nc[nH]c1C(=O)NCc1ccccc1,-7,8,0,-2.3,-11,7,0,-18,5,-4,-1
CCC1Sc2ccc(S(=O)(=O)Nc3ccc(OC)cc3)cc2NC1=O (stereo not given),6,12,3,-1.8,4,-5,10,29,-9,9,1
c1ccc(-n2nnnc2NC2CCCCC2)cc1,9,-14,-8,1.7,-6,-6,-6,17,-2,34,-4
Cc1cccc([C@@H]2[C@@H]3C(=O)N(Cc4ccccc4)C(=O)[C@@H]3[C@]3(Cc4ccc(Cl)cc4)C(=O)N(c4ccccc4)C(=O)N23)c1,-16,11,-3,0.5,2,-2,11,-9,-13,-6,5
CCc1cc2c(=O)[nH]cnc2s1,-4,-7,2,1.7,10,8,6,6,12,8,0
Cc1ccc(CNC(=O)C2CC=CCC2C(=O)O)cc1 (stereo not given),-6,0,-2,-0.9,4,-10,-5,4,-16,-1,5

# A portion of the library, so the mix of outcomes need not match the whole.
